Screening results as filed in PubChem.
hgDAF-12 ag: agonists of H. glycines DAF-12 nuclear receptor; 370,000 compounds, 1.8% hits; HEK293 GAL4-hgDAF12 UAS-luciferase reporter, agonist luminescence; normalized to butyrate control; AID 687014; activation, % at 6.8 µM;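 active = activation above a cutoff set at the mean of all screened compounds plus 3 SD, cut at about 10% in these data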;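 also: 0% = DMSO wells and 100% = sodium butyrate wells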
MBD2 DNA inh: MBD2-methylated oligo binding inhibition; Q9UBB5; TR-FRET, MBD2 binding to methylated oligonucleotide; inhibition, % at 4.4 µM; 370,000 compounds, 0.31% hits; in the data active = inhibition above about 13%
Target sequence (Q9UBB5 whole entry, looked up): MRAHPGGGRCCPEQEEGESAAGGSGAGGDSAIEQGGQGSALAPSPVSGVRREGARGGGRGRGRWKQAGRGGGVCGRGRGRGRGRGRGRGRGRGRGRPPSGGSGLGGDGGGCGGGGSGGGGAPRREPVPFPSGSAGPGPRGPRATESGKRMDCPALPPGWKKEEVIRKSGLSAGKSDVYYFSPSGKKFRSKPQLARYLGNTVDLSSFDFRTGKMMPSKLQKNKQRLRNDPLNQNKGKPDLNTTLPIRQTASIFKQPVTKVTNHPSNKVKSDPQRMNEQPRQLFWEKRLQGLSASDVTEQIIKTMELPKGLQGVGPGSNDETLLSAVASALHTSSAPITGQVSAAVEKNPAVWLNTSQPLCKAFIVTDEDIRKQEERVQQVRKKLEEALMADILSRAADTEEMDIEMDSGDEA
NR1D1 modulator: modulates human Rev-erb alpha binding to DNA | Rev-erbα–FITC-DNA binding, fluorescence polarization, 90 min | activity, % at 10 µM | 370,000 compounds, 0.79% hits;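 active = activity above about 14%, limit read from the data; passing the limit was not always enough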;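 also: 0% = DMSO wells with 35 nM protein and 100% = DMSO wells with 750 nM protein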
Target sequence (P20393 whole entry, looked up): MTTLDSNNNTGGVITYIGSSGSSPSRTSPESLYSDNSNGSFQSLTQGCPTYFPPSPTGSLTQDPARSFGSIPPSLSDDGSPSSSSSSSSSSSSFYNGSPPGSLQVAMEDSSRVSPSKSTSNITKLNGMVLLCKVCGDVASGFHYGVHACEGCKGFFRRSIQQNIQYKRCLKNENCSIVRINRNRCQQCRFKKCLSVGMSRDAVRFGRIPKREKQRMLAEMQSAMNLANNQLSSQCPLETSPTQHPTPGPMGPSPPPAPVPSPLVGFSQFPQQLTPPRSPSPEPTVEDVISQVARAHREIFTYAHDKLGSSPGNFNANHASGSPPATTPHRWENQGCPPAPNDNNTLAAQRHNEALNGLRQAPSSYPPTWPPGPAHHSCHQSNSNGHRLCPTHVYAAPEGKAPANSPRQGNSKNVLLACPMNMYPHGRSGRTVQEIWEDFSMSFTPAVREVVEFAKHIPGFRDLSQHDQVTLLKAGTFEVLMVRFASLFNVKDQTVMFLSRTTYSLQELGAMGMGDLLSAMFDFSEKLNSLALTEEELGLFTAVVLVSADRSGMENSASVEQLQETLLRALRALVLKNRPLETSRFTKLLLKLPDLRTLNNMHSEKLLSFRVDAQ
DAX1 inh-1: NR0B1 (DAX1) inhibition; P51843; HEK293 Gal4-DAX1 luciferase reporter, luminescence; inhibition, % at 6.75 µM; 340,000 compounds, 0.99% hits; AID 504766;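 active = inhibition above the mean over all tested compounds plus 3 SD, cut at about 4.2% in these data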;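 also: 0% = DAX1-transfected cells with DMSO and 100% = empty-vector control cells with DMSO; inhibition shows as a rise in luminescence from relieved DAX1 repression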
ADAM17 inh: inhibits human ADAM17 | inhibition, % at 6.95 µM | 370,000 compounds, 0.83% hits | recombinant ADAM17, EDANS/DABCYL FRET peptide cleavage;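 active = inhibition above the mean of compounds lying between control limits plus 3 SD, set per campaign, cut at about 8.5% in these data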;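 also: 0% = DMSO-only wells as the low control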
PLC-beta3 inh: blocks human PLC-beta3 enzyme activity; Q01970; Purified PLC-beta3, fluorogenic substrate, fluorescence; inhibition, % at 12.2 µM; 370,000 compounds, 0.18% hits; AID 720704; in the data active = inhibition above about 11%;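 also: 0% = median of compound wells on plate and 100% = full blocker control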
DAX1 inh-2: blocks DAX1 repression of SF-1 activated StAR promoter | HEK293T StAR-luciferase reporter, SF-1/DAX-1 repression relief | inhibition, % at 6.8 µM | 370,000 compounds, 1.1% hits | AID 652010;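 active = inhibition above the mean over all tested compounds plus 3 SD, cut at about 3.6% in these data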;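 also: 0% = DAX-1 cells with DMSO and 100% = cells lacking DAX-1 with DMSO; higher inhibition means more luminescence from relief of DAX-1 repression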
ssDAF-12 act: activates DAF-12 receptor from parasite S. stercoralis; HEK293 ssDAF-12/GRIP1 lit1-tk-luc reporter, luminescence; % of 3 µM dafachronic acid response; 370,000 compounds, 1% hits; activation, % at 6.8 µM;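 active = activation above the mean over all tested compounds plus 3 SD, cut at about 0.9% in these data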;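 also: 0% = DMSO-only wells and 100% = 3 µM delta7-dafachronic acid wells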
PLC-gamma1 inh: inhibitors of human phospholipase C gamma1 | P19174 | purified PLC-gamma1, fluorogenic substrate, fluorescence | inhibition, % at 12.2 µM | 370,000 compounds, 0.84% hits; in the data active = inhibition above about 9.5%
hcDAF-12 act: activates DAF-12 receptor from parasite H. contortus; 370,000 compounds, 1.4% hits; AID 652067; HEK293 hcDAF-12 lit1-tk-luc reporter, luminescence; 0% DMSO, 100% Δ7-dafachronic acid; activation, % at 6.8 µM;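 active = activation above the mean of all tested compounds plus 3 SD, cut at about 5.5% in these data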;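 also: 100% = response to 3 µM Δ7-dafachronic acid high control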
SMARCA2 act: SMARCA2 function activation, primary screen. MG213 cells, MMTV-luciferase reporter, dexamethasone, overnight. activation, % at 9.1 µM. 370,000 compounds, 1% hits; in the data active = activation above about 7.8%;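 also: 0% = vehicle wells and 100% = reference activator wells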
* marks the source's active call; other numbers are inactive results; nt = not tested or not shown; & = joins results of further samples. Compounds were not picked by outcome; any-hit rate near 7.4%.

SMILES	hgDAF-12 ag	MBD2 DNA inh	NR1D1 modulator	DAX1 inh-1	ADAM17 inh	PLC-beta3 inh	DAX1 inh-2	ssDAF-12 act	PLC-gamma1 inh	hcDAF-12 act	SMARCA2 act
COCC(=O)Nc1cc([N+](=O)[O-])ccc1OC	3.0	8	3	-0.9	-3	5	-0.6	-0.9	13*	-1.2	-1
CCCSc1nc(SCC(=O)NCc2ccccc2)c2c3c(sc2n1)COC(C)(C)C3	2.1	5	45*	1.7	-1	2	-0.2	-1.3	0	-1.1	0
O=C(NNC(=O)C1CCN(S(=O)(=O)c2ccccc2C(F)(F)F)CC1)c1ccccc1O	-1.0	-2	-3	-1.0	-27	-25	-1.7	-1.0	-23	-0.4	-2
C=CCn1c(SC2CCOC2=O)nc2sc(CC)cc2c1=O (stereo unspecified)	1.5	4	-1	0.1	-6	1	-0.8	-1.3	-2	-2.3	0
N#Cc1ccc(C23CC4(C2)[C@H](CN(CC2CCCCC2)[C@@H]4c2ccccc2)C3c2ccc(Cl)nc2)cc1 (stereo partly specified)	-0.1	0	-3	0.7	-4	-5	-0.4	-0.9	-7	-1.1	2
Cc1c(C(=O)N(C)C)c2ccc(Cl)cc2n1O	3.6	5	0	0.4	-2	-5	0.2	-1.1	-9	1.6	-1
Cc1nn(-c2ccccc2)c(C)c1/C=N/NC(=O)c1[nH][nH]c(=O)c1C	3.8	4	-1	nt	-2	0	0.7	0.1	0	0.7	-1
CCOC(=O)CSc1nc2c(c(=O)[nH]c(=O)n2C)n1CCc1ccccc1	0.2	2	2	0.5	3	-1	0.2	-1.3	0	0.6	-3
CCC(=O)Nc1ccc(NC(=O)CSc2nnnn2-c2ccc(OC)cc2)cc1	0.0	6	1	-0.7	0	-12	-1.3	-1.1	0	-0.5	-1
CC1(C(=O)O)CCC(C(=O)NNC(=O)c2ccccc2Cl)C1(C)C (stereo unspecified)	-0.2	3	1	nt	-4	-7	0.1	-1.1	2	4.3	-5
N#CCCN1CCN(S(=O)(=O)c2ccc(S(=O)(=O)N3CCCC3)cc2)CC1	-1.9	-7	3	2.4	1	4	-0.3	-1.6	4	2.1	3
COCCn1cnc2c1c(=O)n(CC(=O)Nc1cc(C)on1)c(=O)n2Cc1ccccc1	0.4	3	1	0.4	-2	1	0.1	-1.2	2	-0.7	1
CC(=C\C(=O)O)/C(=C/c1ccc(C)o1)C(=O)O	-1.5	2	-2	2.2	-4	-11	0.5	-0.8	-11	-1.4	-1
NC(=S)N/N=C/c1ccccc1[N+](=O)[O-]	-0.9	-5	0	-1.0	-5	3	-1.3	-0.5	-1	-1.6	0
CS(=O)(=O)N(CC(=O)N1CCCC1)c1ccc(Cl)cc1	1.7	-2	-1	2.2	0	-7	0.5	-0.8	-1	-0.5	-1
O=C(Nc1nnc(C(F)(F)F)s1)c1c(F)cccc1F	-1.9	-8	-1	-0.4	1	-3	0.1	-0.9	5	-1.0	-2
O=c1/c(=C/c2ccco2)sc2n1CN(c1cccc(Br)c1)CN=2	0.3	3	1	0.1	-3	-21	0.5	-0.7	-19	0.8	1
CN(C)/C=N/c1ncc(C(=O)c2ccc3ccccc3c2)s1	2.4	-2	2	0.4	-5	-132	-0.4	-1.8	-106	0.9	-2
CCCN1CCC(=NNc2ccc(S(N)(=O)=O)cc2[N+](=O)[O-])CC1	0.7	-5	1	0.7	-4	-4	0.4	-1.3	0	0.2	0
Cc1ccc2cc(C=O)c(N3CCOCC3)nc2c1C	0.7	-4	2	-0.1	-11	-63	-0.5	-1.8	-45	-1.1	1
COc1ccc(-n2c(NN)nc3sc4c(c3c2=O)CCCC4)cc1	-0.1	0	-6	0.3	2	-31	0.9	-1.7	-18	-2.4	-2
COc1ccc(OC)c2sc(NC(=O)CCSc3ccccc3)nc12	1.4	1	3	-0.8	1	-1	-0.7	-0.4	-3	2.0	0
CCc1nc(Nc2ccccc2O)c2oc3ccccc3c2n1	0.2	0	-15	0.9	-2	-1	0.3	-0.9	5	4.5	4
CCOC(=O)C(NC(=O)c1ccc(OC)cc1)(N1CCOCC1)C(F)(F)F (stereo unspecified)	1.7	0	1	0.2	3	5	0.8	-1.4	5	-1.6	7
Cc1nc(C(F)(F)F)ccc1C(=O)N1CCC1(C)C(=O)NS(=O)(=O)c1ccccc1Cl (stereo unspecified)	1.2	1	-7	nt	-4	3	1.2	-1.2	1	-0.5	-1
CCC(C)[C@H](NC(=O)CCn1nnc2ccccc2c1=O)C(=O)O (stereo partly specified)	-2.6	-4	-5	-1.7	-5	3	-0.1	-1.1	1	-0.3	-1
CC(C)NC(=O)C1CCN(c2ccc(S(=O)(=O)N3CCOCC3)cc2Cl)CC1	1.2	0	-1	0.5	-5	-6	-0.7	-2.0	3	-0.7	-1
Cc1ccccc1-n1ncc2c1CC(C)(C)CC2NC(=O)CN1CCCC1=O (stereo unspecified)	-1.6	-3	-7	-0.2	-3	-2	-0.1	-0.8	6	1.0	0
CN(C)c1ccc(CNC(=O)CC[C@H]2O[C@@H](n3cnc4c(NC(=O)c5ccccc5)ncnc43)[C@H](O)[C@@H]2O)cc1	-0.5	-2	-3	nt	-3	-6	-0.1	-1.3	-8	0.9	-4
CCN(CC)N=Nc1ccc(S(N)(=O)=O)cc1	0.8	1	-4	2.3	1	7	0.1	-1.2	4	-0.6	2
COc1cccc(NC(=O)CN2C(=O)NC3(CCCc4ccccc43)C2=O)c1 (stereo unspecified)	-0.8	3	-1	-0.6	1	-4	0.4	-1.0	-1	-0.1	-2
COc1ccc(-n2c(C)c(C)c3c(NCCCN(C)C)ncnc32)cc1	0.1	0	1	1.5	-6	-6	0.4	-1.0	4	-2.5	3
COc1ccccc1C(=O)Nc1nnc(SCC(=O)Nc2ccc3c(c2)oc2ccccc23)s1	-2.1	-1	0	1.1	1	2	0.5	0.2	1	4.2	13*
C=C(C(=O)O)C(CCCCCC)C(=O)O (stereo unspecified)	-2.1	-5	-1	0.6	1	3	-0.4	-1.2	1	-1.7	1
O=C(NCc1nnc(SCc2ccccc2)n1-c1ccc(F)cc1)C12CC3CC(CC(C3)C1)C2	0.0	1	5	-0.7	1	2	0.2	-0.9	1	-3.1	-4
CC(=O)c1ccc(OCC(=O)NC(=O)NC2CCCCC2)cc1	0.1	-4	-6	-0.7	1	-3	-2.2	-1.4	0	-2.3	-3
COC(=O)[C@]12C[C@H](CC(=O)N3CCOCC3)C(=O)N(CCc3ccc(OC)c(OC)c3)C1=C[C@H](COCc1ccccc1)O[C@@H]2C	-2.6	-2	1	nt	-3	-2	-1.8	-1.2	3	-3.1	-6
COc1ccc(C(C)=O)cc1CSc1nc2cc(C(=O)O)ccc2c(=O)n1Cc1ccccc1	3.3	-4	-2	2.1	0	-2	-0.3	-0.1	-2	-1.2	0
Cc1cc(=O)oc2cc(OCC(=O)N3CCc4ccccc4C3)ccc12	-1.8	1	1	-0.1	-30	-14	-0.1	-1.4	-14	-0.2	1
CCC(NC(=O)Nc1ccc(O)cc1)(C(F)(F)F)C(F)(F)F	-1.9	-11	-1	-1.0	-1	-2	-0.9	-1.5	-1	-1.3	0
COc1ccc(C(=O)NC(=S)NNC(=O)c2ccc(NC(=O)C(C)C)cc2)cc1	5.4	4	3	1.8	-2	-5	-0.3	-0.7	-3	4.3	-6
COc1ccc(OC)c(NC(=O)c2nc(S(=O)(=O)Cc3ccccc3)ncc2Cl)c1	2.2	5	-6	0.6	-3	-5	0.3	-0.9	0	-1.0	6
O=C(Nc1ccccc1Br)C1CCN(S(=O)(=O)c2cccs2)CC1	-3.7	3	-6	-0.3	0	3	-0.3	-1.2	-1	-2.4	-2
COc1ccc(-c2[nH]ncc2CNCC(C)(C)N2CCOCC2)cc1F	-1.2	1	1	2.2	-1	-15	0.0	-0.7	-18	-1.9	0
Cc1cc(C)n(CCSCC(=O)O)n1	0.1	-2	-2	-0.2	-1	1	0.2	-0.9	1	1.1	1

Three entries from above, ordered by formula weight, smallest number first.
SMILES	hgDAF-12 ag	MBD2 DNA inh	NR1D1 modulator	DAX1 inh-1	ADAM17 inh	PLC-beta3 inh	DAX1 inh-2	ssDAF-12 act	PLC-gamma1 inh	hcDAF-12 act	SMARCA2 act
COCC(=O)Nc1cc([N+](=O)[O-])ccc1OC	3.0	8	3	-0.9	-3	5	-0.6	-0.9	13*	-1.2	-1
CCC(C)[C@H](NC(=O)CCn1nnc2ccccc2c1=O)C(=O)O (stereo partly specified)	-2.6	-4	-5	-1.7	-5	3	-0.1	-1.1	1	-0.3	-1
Cc1nn(-c2ccccc2)c(C)c1/C=N/NC(=O)c1[nH][nH]c(=O)c1C	3.8	4	-1	nt	-2	0	0.7	0.1	0	0.7	-1

The results go on.
SMILES	hgDAF-12 ag	MBD2 DNA inh	NR1D1 modulator	DAX1 inh-1	ADAM17 inh	PLC-beta3 inh	DAX1 inh-2	ssDAF-12 act	PLC-gamma1 inh	hcDAF-12 act	SMARCA2 act
Nc1c(C(=O)Nc2ccccc2)c2nc3ccccc3nc2n1-c1ccc(O)cc1	0.6	0	7	-1.0	-14	-48	0.5	-1.7	-26	-1.6	-3
CCCn1nnc(NC(=O)c2ccco2)n1	2.5	5	3	1.2	-4	1	0.4	-1.1	2	-0.5	0
CCN(CC)S(=O)(=O)c1cc(C(=O)N=c2sccn2C)ccc1OC	-2.6	5	4	0.3	-4	-21	0.5	-1.2	-3	1.4	-2
CC(C)(C)c1ccc(S(=O)(=O)N2CCSC2)cc1	3.7	-3	-1	0.8	4	3	0.1	-2.1	8	2.6	3
Cc1nc2c(OCc3ccc(C#N)cc3)cccn2c1N(C)C(=O)CCC1CCCC1	-1.8	0	-10	nt	-3	-6	-2.1	-1.4	-5	-3.4	-4
COc1cc(CC(NC(C)=O)C(=O)NC2CCN(C(=O)c3ccc(C)cc3)CC2)cc(OC)c1 (stereo unspecified)	1.9	2	-2	0.2	-5	-8	-0.5	-0.7	1	-0.8	-3
Cc1ccccc1C(=O)NNC(=O)CN1C(=O)c2ccccc2C1=O	-1.2	7	-3	-0.3	-8	-5	-0.6	-0.1	0	-0.1	-1
CCOC(=O)C1=CN(Cc2cccc(F)c2)S(=O)(=O)N(C)C1c1ccc(F)c(Cl)c1 (stereo unspecified)	-2.1	3	15	-0.1	6	-3	-0.9	-1.4	5	-2.6	-5
O=S(=O)(Nc1ccccc1)c1ccc(Oc2ncc(C(F)(F)F)cc2Cl)cc1	-0.4	-1	-1	1.0	12*	0	-0.8	-1.5	-4	0.9	-3
CCc1nnc(NC(=O)CCC(=O)Nc2ccc(Cl)cc2)s1	3.6	0	4	0.7	2	-7	-0.1	-0.8	1	-0.1	1
CCCOP(=O)(c1ccccc1)c1ccccc1	0.3	3	3	0.4	-2	0	-0.2	-1.6	0	-2.2	-1
C/C(=N/NC(=O)C1CC1(c1ccccc1)c1ccccc1)c1ccco1 (stereo unspecified)	-2.6	2	-6	-1.4	-2	-7	0.1	-0.9	-10	-0.5	-2
O=C(NCCS(=O)(=O)N1CCN(c2ccc(F)cc2)CC1)c1ccco1	-2.4	2	-1	0.7	-1	4	1.5	-1.2	1	-0.9	1
Cc1cc(NC(=O)C(Cl)c2ccccc2)no1 (stereo unspecified)	-0.7	3	1	-2.2	1	-2	-0.7	-0.4	1	1.4	-1
CNCCCC1c2ccccc2C=Cc2ccccc21	0.2	2	-2&-7	-0.9	-4	0	-0.3	-1.2	0	-1.1	0
O=C(CN1C(=O)NC(CCc2ccccc2)C1=O)NC1CC1 (stereo unspecified)	-2.5	0	-7	0.7	-1	1	-0.1	-0.9	2	1.0	2
